# Compound activity deposited in PubChem by several laboratories.
# VIM-2 inhibitor = inhibitors of Pseudomonas aeruginosa VIM-2 metallo-beta-lactamase. purified VIM-2, nitrocefin hydrolysis, epi-absorbance fluorescence. inhibition, % at 5.6 µM. 290,000 compounds, 0.89% hits. AID 1527;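 active = inhibition above the mean of all tested compounds plus 3 SD, cutoff set per screening run, cut at about 7.5% in these data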;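 also: red hydrolysis product quenches plate fluorescence so inhibitors raise well fluorescence; 0% = enzyme with DMSO and 100% = DMSO without enzyme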
# IDE act = activators of human insulin-degrading enzyme in cells. P14735. HEK cells, FAbeta-B cleavage, fluorescence polarization; 0% vehicle, 100% cell-free pure enzyme wells. activation, % at 5.96 µM. 340,000 compounds, 0.073% hits. AID 493087;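 active = activation above the mean of all tested compounds plus 3 SD, set per screening campaign, cut at about 17% in these data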
# IMP-1 inhibitor = inhibitors of Pseudomonas aeruginosa IMP-1 metallo-beta-lactamase | purified IMP-1, nitrocefin hydrolysis, epi-absorbance fluorescence | inhibition, % at 5.6 µM | 290,000 compounds, 0.45% hits | AID 1556;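 active = inhibition above the mean plus 3 SD of all compounds in the same screening run, cut at about 4.5% in these data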;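 also: 0% = IMP-1 with DMSO and 100% = DMSO wells lacking enzyme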
#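 System: Purified IMP-1 | Read-out basis: Percent enzyme inhibition | Controls: IMP-1 with DMSO as 0%, enzyme-free DMSO as 100% | Replicates: One well per compound | Doses: 5.6 µM nominal single concentration | Detection: Epi-absorbance fluorescence, 480 nm excitation, 530 nm emission | Incubation: 25 °C, 15 min preincubation, 25 min reaction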
# p-CIP stab down = lowers stability of the mouse p/CIP coactivator protein | F442A p/CIP-EGFP cells, EGFP fluorescence, 16 h | decrease of EGFP signal, % at 10 µM | 290,000 compounds, 0.01% hits;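 active = EGFP signal decrease of at least 30% at 10 µM or well 3 SD below plate mean, unless failing retest; inactive = the rest, including hits failing retest or dose response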; also: some compounds called inactive have numbers as strong as hits; many of its hits are not listed in these tables
# Target sequence (Q05BA5 1-1403): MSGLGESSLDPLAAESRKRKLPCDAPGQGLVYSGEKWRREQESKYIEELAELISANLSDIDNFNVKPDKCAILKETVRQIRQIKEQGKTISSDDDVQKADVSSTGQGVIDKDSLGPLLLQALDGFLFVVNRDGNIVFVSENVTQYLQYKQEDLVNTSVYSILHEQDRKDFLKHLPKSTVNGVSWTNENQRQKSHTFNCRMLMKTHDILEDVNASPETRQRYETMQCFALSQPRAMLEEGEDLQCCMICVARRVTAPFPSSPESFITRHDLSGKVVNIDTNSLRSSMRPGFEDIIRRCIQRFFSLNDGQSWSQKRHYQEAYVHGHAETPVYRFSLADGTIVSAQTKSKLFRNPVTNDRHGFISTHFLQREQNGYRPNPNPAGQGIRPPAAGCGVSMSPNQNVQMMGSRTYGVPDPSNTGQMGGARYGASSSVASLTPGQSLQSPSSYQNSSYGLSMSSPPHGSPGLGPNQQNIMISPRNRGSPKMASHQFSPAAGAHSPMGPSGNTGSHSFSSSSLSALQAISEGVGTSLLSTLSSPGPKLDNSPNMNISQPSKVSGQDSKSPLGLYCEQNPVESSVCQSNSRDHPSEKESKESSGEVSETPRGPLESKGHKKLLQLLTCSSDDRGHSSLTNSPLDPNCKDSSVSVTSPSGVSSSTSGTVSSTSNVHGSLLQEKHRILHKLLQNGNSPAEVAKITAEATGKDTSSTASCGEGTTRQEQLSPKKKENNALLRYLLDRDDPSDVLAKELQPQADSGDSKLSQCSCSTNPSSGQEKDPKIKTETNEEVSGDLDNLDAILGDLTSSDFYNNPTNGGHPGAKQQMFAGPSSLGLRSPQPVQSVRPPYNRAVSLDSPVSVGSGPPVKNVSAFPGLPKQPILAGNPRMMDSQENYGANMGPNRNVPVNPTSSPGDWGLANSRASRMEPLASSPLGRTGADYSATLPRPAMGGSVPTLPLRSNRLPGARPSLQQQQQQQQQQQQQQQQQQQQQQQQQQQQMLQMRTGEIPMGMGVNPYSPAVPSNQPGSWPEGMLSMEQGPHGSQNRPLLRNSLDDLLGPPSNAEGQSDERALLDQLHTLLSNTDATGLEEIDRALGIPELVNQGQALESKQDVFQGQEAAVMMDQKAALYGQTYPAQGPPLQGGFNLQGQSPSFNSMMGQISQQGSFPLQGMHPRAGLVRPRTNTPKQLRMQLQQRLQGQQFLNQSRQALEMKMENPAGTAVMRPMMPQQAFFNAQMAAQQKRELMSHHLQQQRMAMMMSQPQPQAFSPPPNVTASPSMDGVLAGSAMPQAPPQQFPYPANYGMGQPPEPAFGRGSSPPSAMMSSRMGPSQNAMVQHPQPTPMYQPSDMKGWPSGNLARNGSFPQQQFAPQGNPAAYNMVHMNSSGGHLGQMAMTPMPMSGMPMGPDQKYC
# UBC9 SUMO inh = SUMOylation inhibition; P63279; HTRF SUMOylation assay, SAE1/SAE2 + UBC9, in vitro; inhibition, % at 35 µM; 290,000 compounds, 0.36% hits; AID 2006; in the data active = inhibition above about 50%, passing the limit was not always enough; also: strong numbers were not always called active
# CRFBP-R2 block = CRF-BP/CRF-R2 complex antagonism; HEK293 CRF-R2/CRF-BP, CRF-induced calcium fluorescence; inhibition, % at 11.8 µM; 350,000 compounds, 0.59% hits;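 active = inhibition of the ligand-induced calcium signal above about 50% at the single tested concentration, limit read from the data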
# HCV NS3 hel inh = blocks Hepatitis C virus NS3 helicase unwinding; inhibition, % at 10.9 µM; NS3 helicase DNA unwinding, Cy5 molecular beacon fluorescence; 290,000 compounds, 0.56% hits;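 active = inhibition above the mean of all tested compounds plus 3 SD, set per campaign, cut at about 35% in these data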;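 also: 0% = DMSO wells and 100% = thioflavine S control wells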
#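 assay system = NS3 helicase fragment of HCV | buffer or medium = MOPS pH 6.5, MgCl2, DTT, Tween20, BSA | timing = 60 min unwinding reaction at 25 °C after ATP addition | signal = Cy5 beacon fluorescence read at start and 1 h | read-out basis = % inhibition of unwinding | control set = low DMSO, high thioflavine S at 110 µM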
# IDE inh = inhibitors of human insulin-degrading enzyme in cells; P14735; HEK cells, FAbetaB cleavage, fluorescence polarization; inhibition, % at 5.59 µM; 320,000 compounds, 0.41% hits; AID 434962;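 active = percent inhibition above the average of all tested compounds plus 3 SD, set per screening campaign, cut at about 16% in these data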;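 also: IDE supplied by intact live HEK cells; FP after avidin binding of uncleaved biotin substrate so inhibition keeps polarization high; 0% = DMSO wells and 100% = 60 µM reference IDE inhibitor Ii1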
# GalR3 antagonist = human GalR3 antagonism; HEK293 GalR3-CNG cAMP membrane potential fluorescence; galR3 body fused to GalR1 C-terminus; 360,000 compounds, 0.44% hits; inhibition, % at 3 µM; O60755; AID 651719;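 active = inhibition above the screen-wide average plus 3 SD, cut at about 13% in these data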;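 also: forskolin and galanin both at EC90 stimulate the cells; cAMP rise reported by CNG channel membrane potential dye signal; 0% = forskolin plus galanin with DMSO and 100% = forskolin alone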
# Active calls of the source: *; . = not tested or not shown.
IDE act	IMP-1 inhibitor	GalR3 antagonist	VIM-2 inhibitor	HCV NS3 hel inh	p-CIP stab down	IDE inh	CRFBP-R2 block	UBC9 SUMO inh	Molecule
0	-2.0	-3	-1.4	0	3	-1	4	6	O=C(N/N=C/c1ccc(Br)s1)c1ccco1
5	3.8	.	2.2	-34	4	1	22	1	COc1ccc(-c2nc(CN3CCC(C(=O)N4CCc5ccccc54)CC3)c(C)o2)cc1OC
2	-3.4	-3	-2.6	5	-2	1	9	24	CN1C(=O)C(O)(CC(=O)c2ccncc2)c2ccccc21 (stereo unspecified)
2	.	6	.	.	.	1	40	.	CCSc1nc(-c2ccccc2)cc(=O)[nH]1
0	.	-3	.	.	.	-3	-1	.	Cc1cc(NC(=O)CSc2nc(=O)n(CCCN(C)C)c3c2CCCC3)no1
-1	-1.4	-3	-0.5	-25	-9	4	8	7	COc1cc2c(cc1OC)C(C)N(C(=O)c1ccc(Cl)c(S(=O)(=O)N3CCCCC3)c1)CC2 (stereo unspecified)
1	.	-2	.	.	.	0	-10	.	COc1ccc(C)cc1S(=O)(=O)Nc1cc2c3c(c1)CCN3C(=O)CC2
1	-2.8	-3	-3.6	-6	-8	3	-12	-2	c1cnc2ccc(C(c3nnnn3C3CCCC3)N3CCN4CCCC4C3)cc2c1 (stereo unspecified)
2	-2.0	10	-0.3	3	-7	0	-9	16	CCn1nnnc1NC(=O)c1ccc2ccccc2c1
-7	-2.5	-2	0.0	-10	8	-5	8	-3	CCn1c(COc2ccccc2C)nnc1SCC(=O)O
6	.	-7	.	.	.	0	-10	.	Cc1ccc(CN2CC(=O)N3[C@H]4c5ccccc5OC[C@@H]4[C@H](c4ccccc4)[C@]3(C)C2=O)cc1
0	-3.4	-2	-1.3	-45	4	4	-15	-10	CCOc1ccc2nc(N(CCCN(C)C)C(=O)c3ccc(C(=O)c4ccccc4)cc3)sc2c1
-1	-4.5	-1	-3.6	7	-7	7	21	-14	Cn1ncc(Cl)c1C(=O)N/N=C/c1ccccn1
7	0.7	-5	2.1	-24	0	-5	-25	7	Cc1ccc(CN2CCC(c3cc(-c4cccs4)n[nH]3)CC2)cc1
5	1.4	2	-2.5	-12	-1	0	5	-10	Cc1ccc(C(=O)N2CCCC(N3CCN(c4cccc(C(F)(F)F)c4)CC3)C2)s1 (stereo unspecified)
-2	-1.9	-11	0.3	0	-1	0	29	-11	COc1cccc(C2(c3cccc(OC)c3)CC2C(=O)Nc2cccc3ccccc23)c1 (stereo unspecified)
6	-2.9	1	-0.6	25	-10	2	45	-1	CCc1ccc(C(=O)/C=C/Nc2ccc(S(=O)(=O)Nc3onc(C)c3C)cc2)cc1
-4	-1.8	-10	2.4	20	11	8	13	-6	Cc1ccc(NC(=O)C2COc3ccccc3O2)cc1 (stereo unspecified)
5	-4.6	-12	-1.0	-5	2	-2	12	-10	COCC(C)NC(C(=O)Nc1ccc(Cl)c([N+](=O)[O-])c1)c1ccccc1 (stereo unspecified)
4	-0.8	-4	-1.3	2	-4	0	23	7	CS(=O)(=O)N1CCN(C(=O)c2ccc3c(c2)OCCO3)CC1

# Overlap with the part before: 2 entries, followed by the next part.
IDE act	IMP-1 inhibitor	GalR3 antagonist	VIM-2 inhibitor	HCV NS3 hel inh	p-CIP stab down	IDE inh	CRFBP-R2 block	UBC9 SUMO inh	Molecule
5	-4.6	-12	-1.0	-5	2	-2	12	-10	COCC(C)NC(C(=O)Nc1ccc(Cl)c([N+](=O)[O-])c1)c1ccccc1 (stereo unspecified)
4	-0.8	-4	-1.3	2	-4	0	23	7	CS(=O)(=O)N1CCN(C(=O)c2ccc3c(c2)OCCO3)CC1
4	-2.4	-2	0.5	9	3	2	59*	-3	CN(C)CCCNC(=O)c1ccccc1Oc1ccccc1
-3	-4.1	0	4.1	10	-32	-3	4	-3	NC1=NC(=O)/C(=C/c2ccc(-c3ccc(S(N)(=O)=O)cc3)o2)S1
1	.	-5	.	.	.	2	0	.	COc1ccccc1C(=O)NS(=O)(=O)c1ccc(C)cc1
5	.	-5	.	.	.	-4	2	.	CC1CCCC(NC(=O)COC(=O)c2ccc(Cl)nc2)C1C (stereo unspecified)
-3	0.7	-1	-0.8	4	3	4	-4	0	CCOc1cc(/C=C(\C#N)C(=O)NCc2cccnc2)ccc1O
-3	-1.5	-9	-0.9	-5	1	-1	-6	-8	O=S(=O)(Cc1cc(-c2ccccc2Cl)no1)c1ccccc1
7	0.0	-4	-0.7	-2	9	-3	10	-34	Cc1ccc(NC(=O)CNc2ccc(OC(C)C)cc2)c(C)c1
6	-2.8	-7	-3.6	-4	17	3	-21	-8	Cc1cc(Nc2ccccc2)n(C(=O)c2ccccc2)n1
5	-2.6	-6	-2.1	-1	-4	-3	-7	19	c1ccc(Cc2nnc3sc(-c4cccnc4)nn23)cc1
0	-2.8	-6	-1.7	-3	-4	1	25	4	N/C(Cc1ccc(Cl)c(Cl)c1)=N\OC(=O)c1cccs1
-1	-1.9	-1	-1.3	-2	2	0	-7	-3	Cc1scc(C(=O)N/N=C/c2ccc(Cl)s2)c1C
1	-1.3	9	0.6	-7	-2	9	3	2	CC(=O)Nc1ccc(OCC(O)CN2CCN(c3cccc(Cl)c3)CC2)cc1 (stereo unspecified)
0	-2.6	-3	-2.8	2	-7	3	12	4	Cc1ccc(Oc2cnc3ccccc3n2)cc1
1	-0.5	-4	0.4	-7	-10	2	-7	-14	O=C(c1ccc(COc2ccccc2Br)cc1)N1CCCCCC1
3	2.4	-1	1.5	-50	1	-2	0	-10	O=C(CCN1C(=O)/C(=C\c2ccccc2)SC1=S)NCCCN1CCOCC1
1	-3.0	-11	-0.8	6	-18	1	4	-1	CCOc1ccc(CCNC(=O)C2CC=CCC2C(=O)OC(C)C)cc1OCC (stereo unspecified)
1	-2.1	2	-5.3	9	-4	3	17	12	N#Cc1cncc(-c2ccc3c(c2)OCCOCCOCCOCCOCCO3)n1
5	-5.0	-3	-1.8	-2	-18	1	15	6	CCN(CC)c1ccc(C(=O)N/N=C(\C)c2cccc(OC)c2)cc1
.	-1.9	3	-3.9	-61	-2	9	-10	3	Cc1ccc(N(C(=O)CCl)C(C(=O)NC2CCCCC2)c2cccnc2)cc1C (stereo unspecified)
-1	-3.1	-1	-0.8	-19	-9	4	-8	3	CCOc1ncccc1C(=O)OCC(=O)N1CCN(S(=O)(=O)c2ccc(Cl)cc2)CC1
10	-1.4	-2	-1.8	-56	3	3	-36	13	COc1ccc(OC)c(Nc2nc(NCCC(C)C)nc(N)c2[N+](=O)[O-])c1
3	-3.8	0	-1.3	4	-9	4	-16	2	COc1ccccc1NC(=O)c1csc2c1CCCC2
7	-3.1	-9	-0.4	-14	-9	3	12	-4	COc1ccccc1NS(=O)(=O)c1ccc2oc(SCC(C)=O)nc2c1
2	.	-3	.	.	.	6	13	.	O=C(COC(=O)CNC(=O)c1ccc(Cl)c([N+](=O)[O-])c1)NNC(=O)c1ccccc1F
5	.	-9	.	.	.	-4	82*	.	CCOc1ccccc1NC(=O)C1CCCN1S(=O)(=O)c1ccccc1C(F)(F)F (stereo unspecified)
6	1.6	-3	0.1	3	-8	0	-9	13	CCN1CCCC1CNC(=O)C(=O)NCCc1ccc(OC)c(OC)c1 (stereo unspecified)
5	-4.2	-3	-2.3	6	7	0	-9	-6	Nc1nc(SCc2nc3scc(-c4cccs4)c3c(=O)[nH]2)n[nH]1
4	.	-4	.	.	.	-8	1	.	COc1ccc(NC(=O)c2cc(-c3ccco3)nc3ccccc23)cn1
-2	-3.7	-10	-3.2	-11	-11	3	3	6	CNC(=O)c1ccc(NC(=O)Nc2ccccc2)cc1
5	-2.1	3	7.0	7	-10	0	-5	49	Nc1nc2nc(-c3cccs3)cc(C(F)(F)F)n2n1
-1	-1.0	-7	-0.1	11	-4	2	15	4	CC(NC(=O)C1CCN(S(=O)(=O)N2CCCCCC2)CC1)c1ccccc1 (stereo unspecified)
.	-4.6	-4	-5.2	23	2	1	.	10	Cc1ccc(-c2nnc(SCC(=O)N/N=C/c3ccccc3C(=O)O)n2-c2ccccc2)cc1
6	-1.4	-8	0.9	6	-6	-1	-7	13	CCCOc1cccc(C2/C(=C(/O)c3ccc4c(c3)CC(C)O4)C(=O)C(=O)N2CCN2CCOCC2)c1 (stereo unspecified)
-2	-1.8	-8	-3.8	4	-7	-3	-9	-10	Cc1cccc(N(C(=O)CNC(=O)c2cccs2)C(C(=O)NC2CCCC2)c2ccncc2)c1 (stereo unspecified)
-1	-3.8	1	-2.2	4	0	.	-36	-4	CC12CN3CC(C)(CN(C1)C3c1ccc3c(c1)OCO3)C2=O (stereo unspecified)
-2	-0.7	0	-0.7	3	-7	-4	-12	2	Brc1ccc(N=C/C=C/C=C/Nc2ccc(Br)cc2)cc1
0	-3.5	-1	-0.9	2	2	-2	-33	-23	Cc1ccc(N(Cc2cc3cc(C)ccc3[nH]c2=O)S(=O)(=O)c2ccccc2)cc1
-2	-3.7	-5	-1.5	10	-8	6	11	10	COc1ccc2c(c1)N(C)C(=O)CC(c1ccccc1)=N2
0	-3.7	-2	-6.8	-8	-5	4	-3	3	CCN(CC)c1ccc(/C=N/NC(=O)Cc2cccs2)cc1
-1	.	-7	.	.	.	6	-3	.	CCOC(=O)[C@H]1[C@H]2COc3ccc(Cl)cc3[C@@H]2N2C(=O)CN(Cc3ccc(Cl)cc3)C(=O)[C@@]12C
1	-3.9	-2	-4.0	-6	-20	3	3	-12	Cc1cccc(NC(=O)Cn2c(=O)n(C)c3ccccc32)c1
11	-1.3	-5	-3.8	1	-5	6	5	-4	Cc1occc1C(=O)N1CCN(C(=O)C2CCCO2)CC1 (stereo unspecified)
-1	-4.3	1	-3.1	-4	-2	-1	7	13	Cc1cccc(NC(=S)Nc2ccccn2)c1C
5	-2.8	-12	-4.6	-38	5	1	-1	7	c1ccc2c(c1)CSc1sccc1C2=C1CCNCC1
0	-1.5	-2	-3.3	-8	-1	2	106*	-4	CCc1nnc(NC(=O)CCC(=O)N2CCN(Cc3cc(Cl)ccc3OC)CC2)s1
5	.	-1	.	.	.	3	-2	.	CC(=O)Nc1ccc(NC(=O)C(C)OC(=O)CCCN=C2NS(=O)(=O)c3ccccc32)cc1 (stereo unspecified)
3	-1.0	2	-0.1	13	-6	1	-2	48	O=C(Cn1ncc2c3ccccc3n(Cc3ccccc3)c2c1=O)NCc1ccco1
-6	-1.9	-4	1.0	-6	-28	7	57*	60*	N#Cc1c(N)n(-c2cccc(C(=O)O)c2)c2nc3ccccc3nc12
.	-3.5	.	-1.6	21	3	4	5	35	COc1cccc(C2C3=C(N=c4s/c(=C\c5ccc(OCC(=O)O)cc5)c(=O)n42)c2ccccc2CC3)c1 (stereo unspecified)
